NPYLR7 agonist = agonists of mosquito NPYLR7 receptor, primary screen, cell-based, Aedes aegypti, calcium fluorescence, mosquito biting behavior. Aedes aegypti neuropeptide Y-like receptor 7 (NPYLR7). HEK293T NPYLR7/Galpha15, GCaMP6s calcium fluorescence. activation, % at 10 µM. 270,000 compounds, 0.15% hits. AID 1259423, 2018; in the data active = activation above about 40%;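 also: 0% = vehicle and 100% = reference agonist at the receptor; some compounds past the cut are filed as inactive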
mcGAS inh = cyclic GMP-AMP synthase inhibitors, mouse, primary biochemical chemiluminescence; recombinant cGAS, Kinase-Glo ATP depletion luminescence; AID 1259399, 2018; inhibition, % at 12.5 µM; Q8C6L5; 160,000 compounds, 0.15% hits;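 also: 0% = negative control wells and 100% = reference inhibitor with no enzyme activity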
hcGAS inh = Primary biochemical luminescence assay for human cyclic GMP-AMP synthase inhibitors; recombinant h-cGAS, ATP depletion, Kinase-Glo luminescence; 290,000 compounds, 0.081% hits; Q8N884; inhibition, % at 12.5 µM;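 also: 0% = vehicle reaction and 100% = reaction without DNA for no activity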
Target sequence (Q8N884 whole entry, looked up): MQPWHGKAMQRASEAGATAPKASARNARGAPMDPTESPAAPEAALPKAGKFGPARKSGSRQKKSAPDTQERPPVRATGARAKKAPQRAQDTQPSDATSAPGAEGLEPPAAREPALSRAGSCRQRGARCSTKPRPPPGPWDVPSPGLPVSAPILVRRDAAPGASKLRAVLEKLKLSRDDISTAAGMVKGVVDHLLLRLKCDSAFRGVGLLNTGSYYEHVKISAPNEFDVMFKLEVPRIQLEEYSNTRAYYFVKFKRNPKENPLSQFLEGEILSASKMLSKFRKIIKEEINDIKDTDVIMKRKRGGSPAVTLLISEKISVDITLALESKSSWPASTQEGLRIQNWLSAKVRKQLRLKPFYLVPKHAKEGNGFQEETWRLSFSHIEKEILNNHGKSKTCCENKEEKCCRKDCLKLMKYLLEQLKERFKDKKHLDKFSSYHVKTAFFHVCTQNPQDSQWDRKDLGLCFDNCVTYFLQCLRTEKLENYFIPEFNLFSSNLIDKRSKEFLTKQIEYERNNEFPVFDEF
Starred values were filed as active, the others as inactive; · = no result given; & = joins results of further samples. Rule as the data show it, unless noted: active = inhibition above about 40%; inactive = the rest.

Molecule	NPYLR7 agonist	mcGAS inh	hcGAS inh
COc1ccc(S(=O)(=O)N2CCc3ccccc3C2)cc1N1CCN(C(=O)C(F)(F)C(F)F)CC1	2	-5	0
Cc1cc(Oc2ccccc2C)nc(SCc2cccc(C(F)(F)F)c2)n1	24	-7	-6
Cc1ccc(NC(=O)N2CCC(C(NC(=O)c3ccc(F)cc3)C(=O)Nc3ccccc3)CC2)cc1 (stereo not given)	-4	2	1
Cc1noc2ncc(NS(=O)(=O)c3ccc(Cl)nc3)cc12	12	·	-4
CCn1c(C2CCCN(Cc3cnccc3C(F)(F)F)C2)n[nH]c1=O (stereo not given)	6	·	-5
COCCN(CCC(=O)NCCN1CCOCC1)c1nc(-c2ccco2)nc2cc(Cl)ccc12	15	-8	-1
Cc1nc2c(c(NCc3ccc4c(c3)CC(C)O4)n1)CCN(C)CC2 (stereo not given)	·	-11	-8
CSc1nc2sc3c(c2c(=O)[nH]1)CC(C)(C)OC3	10	-3	-6
CCOc1nc(-c2ccccc2F)n(-c2ccc(NC(=O)Cc3ccccc3)cc2)n1	12	-4	-6
FC(F)(F)c1cccc(-n2c(-c3nccc4ccccc34)n[nH]c2=S)c1	2	-1	-4
CC(OC(=O)c1ncc(Cl)c(Cl)c1Cl)C(=O)NCc1ccccc1 (stereo not given)	1	·	-12
CCC(C(=O)N1CCN(c2cc(Oc3ccccc3C)ncn2)CC1C)c1ccccc1 (stereo not given)	-6	0	0
Cc1noc(-c2ccncc2)c1C(=O)NCCSCc1ccco1	1	-6	-5
CCC(C(=O)N(Cc1cccc(Cl)c1)Cc1nc2cc(Cl)ccc2o1)c1ccccc1 (stereo not given)	6	-6	-4
CC1CCCC(NC(=O)c2cccn3c(=O)c4c5c(sc4nc23)CCCC5)C1C (stereo not given)	9	·	-9

As entered above:
NPYLR7 agonist, `CC(OC(=O)c1ncc(Cl)c(Cl)c1Cl)C(=O)NCc1ccccc1` (stereo not given) : 1
mcGAS inh, `COc1ccc(S(=O)(=O)N2CCc3ccccc3C2)cc1N1CCN(C(=O)C(F)(F)C(F)F)CC1` : -5

(list continues)
Molecule	NPYLR7 agonist	mcGAS inh	hcGAS inh
O=C(c1cccc([N+](=O)[O-])c1)N1CCN(c2cc(Oc3ccc(F)c(Cl)c3)ncn2)CC1	1	-3	-5
COc1ccccc1NC(=O)NCC1CCCN(Cc2cnc[nH]2)C1 (stereo not given)	2	·	-3
Cc1noc(C)c1CN1CCC(CNC(=O)C2(N)CCC2)C1 (stereo not given)	1	-18	-4
CCCCc1ccc(C(=O)N2CCN(C(=O)CN3CCc4sccc4C3c3ccccc3C)CC2)cc1 (stereo not given)	9	-6	-4
CC(C)(C)C#C/C=N\n1nnc(-c2ccccc2)n1	-9	·	-6
C=CC[C@@H]1CC=C[C@@H](C)N1C(=O)CC1(c2ccccc2Cl)CC(=O)N(C2CCCC2)C1=O (stereo not given in full)	23	-12	-7
CCCC1COCCN1C(=O)COc1ncnc2ccccc12 (stereo not given)	0	·	-4
CCc1nnc2n1N(C(C)=O)C(c1ccc(OC)cc1)=C(C(C)=O)S2	3	·	-16
C=Cc1ccc(CC2(C)C(=O)Nc3ccc(S(=O)(=O)NC4CCCCC4)cc32)cc1 (stereo not given)	3	-1	-3
O=S(=O)(Nc1ccccc1I)c1ccc(C(F)(F)F)cc1	-2	-10	-4
CC(C)CC(=O)N(CCN(C)C)Cc1c(-c2ccccc2)noc1N1CCc2ccccc2C1	1	-3	-1
COc1ccc(OC)c(N2C(=O)C3C4C=CC(C4)C3C2=O)c1 (stereo not given)	-9	-5	-4
COCCNC(=O)c1ccc(NC(=O)C(C)Oc2cc(C)ccc2C)cc1 (stereo not given)	-3	·	6
CC(C)CC(=O)Nc1nnc(C(C)(C)C)s1	10	·	4
CCN(CC)S(=O)(=O)c1ccc2c(c1)nc(SCc1cccc(C)c1F)n2CC1CCCO1 (stereo not given)	8	0	3

Molecule	NPYLR7 agonist	mcGAS inh	hcGAS inh
CCc1ccccc1SCc1csc(-c2c(F)cccc2F)n1	7	-5	-6
CC(C)CCNC(=O)C(=Cc1ccc([N+](=O)[O-])o1)C(=O)NCCC(C)C	-2	·	-5
O=C(COc1ccc(Cl)cc1Cl)N1CCCc2ncccc21	5	·	-12
CCCCN1c2cccc3cccc(c23)S1(=O)=O	-5	·	0
O=C1C(=O)N(CN2CCCN(S(=O)(=O)c3ccc(F)cc3)CC2)c2cc(F)ccc21	0	·	-11
O=[N+]([O-])c1cccc(NC(=NS(=O)(=O)c2ccccc2)c2ccccc2)c1	-5	-6	-5
Cc1cccc(NC(=O)CCC2CCN(S(=O)(=O)c3ccsc3)CC2)c1	5	·	-9
O=C(CCNC(=O)C1CC2(CCNCC2)CN1)Nc1nccs1 (stereo not given)	8	·	-7
Cc1ccc2c(c1)N(C(=O)c1n[nH]c3ccccc3c1=O)CCC2	3	-13	-9
CC1(C(=O)NC2Cc3ccccc3C2)CCN1C(=O)c1ccccc1 (stereo not given)	1	-4	-7
O=C(Nc1ccc(Cl)cn1)c1ccc(F)cc1I	2	·	-5
CN1CCN(C(=O)C2(C)CCN2Cc2ccc(-c3ccccc3)o2)CC1 (stereo not given)	9	·	-11
CC(C)Cc1n[nH]c(CSc2ccccc2)n1	8	-14	-1
Cc1ccccc1N1CCN(C2CCCN(C(=O)CCOc3ccccc3)C2)CC1 (stereo not given)	17&8	-14&-3	-11&-8
COc1cccc(C2C(=C(O)c3ccc(F)cc3)C(=O)C(=O)N2CCCN2CCOCC2)c1 (stereo not given)	3	·	-9

Molecule	NPYLR7 agonist	mcGAS inh	hcGAS inh
O=C(Oc1coc(CSc2ncccn2)cc1=O)c1cccc(F)c1	-11	-7	-4
Cn1nc(CC(=O)OCC2CC=CCC2)c2ccccc2c1=O (stereo not given)	-1	·	-2
CN1CC2(CCN(C(=O)c3scc4c3OCCO4)C2)OC1=O (stereo not given)	2	·	-3
CCN(CC)CCn1c(C)cn2c3c(=O)n(Cc4cc(C)ccc4C)c(=O)n(C)c3nc12	-1	·	-9
O=C1CCCC2=C1C(c1ccc3c(c1)OCO3)C1C(=O)c3ccccc3C1=N2 (stereo not given)	3	·	-7
C#CCOc1ccccc1OCC(=O)NCC(C)C	3	·	5
C[C@@]12C(=O)N(CCO)c3ccccc3[C@@H]1[C@@H](C(N)=O)CN2C(=O)Nc1cccc(C#N)c1	13	-6	3
CCOC(=O)C1(C)CCCN1C(=O)c1ccc(C)c(F)c1 (stereo not given)	1	·	-8
COc1c(C)ccc(NC(=O)c2cc(C)n(Cc3ccccn3)c2C)c1C	6	-14	-8
COC(=O)c1c(NC(=O)Cn2nc([N+](=O)[O-])cc2C)sc2c1CCCC2	-2	-5	-2
CCS(=O)(=O)Oc1ccc(CN(C(=O)c2ccc(OC)cc2OC)C(C)C)cc1	-1	-4	-9
CC(C)(C)C(=O)NC1C(=O)Nc2ccccc21 (stereo not given)	-15	·	3
COc1ccccc1NC(=O)N1CCCC(CNC(=O)c2ccccc2Cl)C1 (stereo not given)	-4	-4	-3
CCC(CNC(=O)c1cccc(Br)c1)N1CCCC1 (stereo not given)	6	-7	-11
CCOc1ccc2nc(NC(=O)/C=C/c3ccc(Cl)cc3Cl)sc2c1	13	-6	-5

Molecule	NPYLR7 agonist	mcGAS inh	hcGAS inh
CN(Cc1cc(-c2ccccc2)no1)Cc1nccn1C	5	·	-2
O=C(OC(C(=O)NC1CC1)c1ccccc1)C1=Cc2cc(Cl)ccc2OC1 (stereo not given)	9	·	-15
CC(=O)Cc1nsc(NC(=O)c2ccc(Br)o2)n1	14	·	-10
CSC(SC)=C1C(=O)OC(C)(C)OC1=O	0	·	-5
COc1ccc(C(=O)C2CCCN(C3Cc4ccccc4C3)C2)c(OC)c1 (stereo not given)	6	-11	-6
CN(C)CCCNc1ccc(S(N)(=O)=O)cc1[N+](=O)[O-]	6	·	-7
O=C(NCC1CCCO1)c1cc2c(=O)n3ccccc3nc2s1 (stereo not given)	16	·	-9
N#Cc1ccc(CN2CCN(C(=O)c3ccc(O)c(Cl)c3)CC2)cc1	1	·	-16
CC(NC(=O)Cc1csc(NC(=O)CN(C(=O)c2ccc(F)cc2)C2CC2)n1)c1ccccc1 (stereo not given)	-5	-2	-1
Cc1nc(N2CCCC2)nc(N2CC(c3cccnc3)C2)c1C	·	-13	-8
Cc1cc(CC(=O)Nc2ccnn2Cc2cccc(Cl)c2)on1	-1	-10	-4
CC1=CCC2C(=O)N(NC(N)=S)C(=O)C2C1 (stereo not given)	6	·	-7
CCOc1cccc(-c2cc(C(=O)N=Nc3c(O)[nH]c4ccc(Br)cc34)[nH]n2)c1	-4	-3	-4
Fc1cccc(F)c1C=NNc1ccc(C(F)(F)F)cn1	-5	·	-2
Clc1ccc2c(c1)N=C(N1CCNCC1)c1ccccc1N2	12	·	-5

Entries from the list above that have bromine:
Molecule	NPYLR7 agonist	mcGAS inh	hcGAS inh
CCC(CNC(=O)c1cccc(Br)c1)N1CCCC1 (stereo not given)	6	-7	-11
CC(=O)Cc1nsc(NC(=O)c2ccc(Br)o2)n1	14	·	-10
CCOc1cccc(-c2cc(C(=O)N=Nc3c(O)[nH]c4ccc(Br)cc34)[nH]n2)c1	-4	-3	-4

(more compounds)
Molecule	NPYLR7 agonist	mcGAS inh	hcGAS inh
CN(C)c1ncccc1CNC(=O)c1cnc2c(c1)nnn2C	1	-4	-5
CCC(CNC(=O)N1CCOCC1)Oc1cccc(F)c1 (stereo not given)	-2	-5	0
CCCOc1ccc2cc(S(=O)(=O)NCc3ccco3)ccc2c1	2	·	-8
CC(=O)Nc1ccc(CN2CCC(O)(c3ccccc3C)C2)cc1 (stereo not given)	-6	·	3
CC(NC(=O)c1cc(NC(=O)c2cccc(C(F)(F)F)c2)ccc1N1CCCC1)c1ccccc1 (stereo not given)	-13	-1	6
CC(C)N1CCNC(=O)C1CC(=O)N(C)Cc1csc(-c2ccccc2)n1 (stereo not given)	-3	·	-3
CCOC(=O)c1nn(-c2ccc(F)cc2)c(=O)c2c(NC(=O)CSCc3ccccc3)scc12	6	-7	-7
O=C(C=Cc1ccc(S(=O)(=O)N2CCOCC2)cc1)Nc1ccc(F)c(F)c1	5	·	-7
CCCCCCOC(=O)C1=C(C)NC(=O)NC1c1cc(OC)ccc1OC (stereo not given)	-2	-8	-5
O=C(COc1ccc(Cl)cc1)NC1(c2ccccc2)CCC1	-9	·	-9
O=C(NCc1ccc(Cl)cc1Cl)c1cnccn1	6	·	-6
CN(C(=O)c1c[nH]c2ccccc12)C1CCCN(CCc2ccccc2)C1 (stereo not given)	4	·	-8
Cc1nc2ccc(C(=O)N(C)CC3CCCCC3)cc2nc1C	-3	·	-7
O=C(O)CNC(=O)CN1C(=O)c2ccc(C(=O)O)cc2C1=O	0	-7	-5
COCc1c(Br)c(C)nc(OCC(=O)N/N=C\c2ccc(Cl)cc2Cl)c1C#N	-9	-5	-4

Molecule	NPYLR7 agonist	mcGAS inh	hcGAS inh
Cc1cccc(N2CCN(C(=O)c3ccc(C)cc3O)CC2)c1	4	·	-7
CN(C)C=NN=C(Cc1nc2ccccc2[nH]1)c1ccccc1	-1	·	-3
COc1ccc(CNC(=O)c2cccnc2N2CCN(C(=O)c3cc(Cl)nc(OC)c3)CC2)cc1	-4	-4	-5
CCC1CCCN(CC(=O)NNC(=O)c2ccc(Cl)cc2)C1 (stereo not given)	4	-11	-6
NC(=O)C1(N2CCCCC2)CCN(c2nc(-c3ccc(Cl)cc3Cl)cs2)CC1	9	-7	-3
CCOc1cc2c(cc1CNC(=O)CCl)OC(C)C2 (stereo not given)	3	0	-5
CC(C#N)N(C(=O)c1cccnc1Cl)c1ccccc1 (stereo not given)	1	-14	-8
Cc1ccc(CN2CCN(Cc3cc(CC(C)C)n[nH]3)CC2CCO)o1 (stereo not given)	-2	-2	2
CC1CC(NC(=O)N(C)Cc2cnn(C)c2)C(=O)N1c1ccccc1 (stereo not given)	5	-5	-11
CC(C)CCNC(=O)C1CCN(S(=O)(=O)c2ccc(F)c(Cl)c2)CC1	5	-6	0
CCOC(=O)C1(C(F)(F)F)N=C(N(C)C)OC(N(C)C)=N1	-3	·	-14
COc1ccc(CNC(=O)c2cccnc2N2CCN(C(=O)c3ccc(OC(F)F)cc3)CC2)cc1	-3	-7	-6
COCCNc1oc2c(c1-c1ccc(Br)cc1)c(=O)oc1ccccc12	-10	-5	0
O=C(CCC1CCCC1)Nc1ccc(S(=O)(=O)Nc2ncccn2)cc1	10	-8	-11
CO/N=C1\C[C@]2(C[C@@H]3C[C@@H](C/C=C(\C)C[C@@H](C)/C=C/C=C4\CO[C@@H]5[C@H](O)C(C)=C[C@@H](C(=O)O3)[C@]45O)O2)O[C@H](/C(C)=C/C(C)C)[C@H]1C	-3	·	-1

Reprinted at random: four compounds from above
Molecule	NPYLR7 agonist	mcGAS inh	hcGAS inh
CCS(=O)(=O)Oc1ccc(CN(C(=O)c2ccc(OC)cc2OC)C(C)C)cc1	-1	-4	-9
COc1ccc(S(=O)(=O)N2CCc3ccccc3C2)cc1N1CCN(C(=O)C(F)(F)C(F)F)CC1	2	-5	0
CCOc1nc(-c2ccccc2F)n(-c2ccc(NC(=O)Cc3ccccc3)cc2)n1	12	-4	-6
Cc1cc(Oc2ccccc2C)nc(SCc2cccc(C(F)(F)F)c2)n1	24	-7	-6
